GLP1R inv ag: qHTS of GLP-1 Receptor Inverse Agonists (Inhibition Mode); Glucagon-like peptide 1 receptor (Homo sapiens), P43220; HEK293 GLP-1R CRE-luciferase, luminescence, 24 h; GLP-1R form is constitutively active; Potency, µM (series often up to 38.3 µM), inactives show top-dose activity change, negative = inhibition, actives largely listed as inhibitors; 1.6% of 410,000 active; AID 624417, 2012; further: potency means the concentration at half of the fitted maximal effect; on the % scale 0 is the no-effect control and ±100 the full control effect; nearly all actives have a fitted effect of over 55% in size
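Inverse agonism was detected as reduced cAMP-driven luciferase luminescence after 24 h compound treatment. The cells were HEK293 clones expressing constitutively active human GLP-1R with the reporter. Reporter-only and GPR119 cell lines served as counterscreen controls.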
PTHR1 ag: qHTS for PTHR1 Agonists: Primary Screen; AID 743266, 2014; Potency, µM (series often up to 115 µM), inactives show at the highest dose activation, most hits filed as activators; HEK293 GP2 PTHR1 cells, GloSensor cAMP luminescence, 1 h; 0.075% of 410,000 active; Parathyroid hormone/parathyroid hormone-related peptide receptor (Homo sapiens), Q03431; further: potency means the concentration at half of the fitted maximal effect; nearly all actives have a fitted effect of over 55% in size; some results filed as inactive show a strong effect at the top dose; inactives centre near -15; many of its hits are not listed in these tables
Target sequence (Q03431 whole entry, looked up): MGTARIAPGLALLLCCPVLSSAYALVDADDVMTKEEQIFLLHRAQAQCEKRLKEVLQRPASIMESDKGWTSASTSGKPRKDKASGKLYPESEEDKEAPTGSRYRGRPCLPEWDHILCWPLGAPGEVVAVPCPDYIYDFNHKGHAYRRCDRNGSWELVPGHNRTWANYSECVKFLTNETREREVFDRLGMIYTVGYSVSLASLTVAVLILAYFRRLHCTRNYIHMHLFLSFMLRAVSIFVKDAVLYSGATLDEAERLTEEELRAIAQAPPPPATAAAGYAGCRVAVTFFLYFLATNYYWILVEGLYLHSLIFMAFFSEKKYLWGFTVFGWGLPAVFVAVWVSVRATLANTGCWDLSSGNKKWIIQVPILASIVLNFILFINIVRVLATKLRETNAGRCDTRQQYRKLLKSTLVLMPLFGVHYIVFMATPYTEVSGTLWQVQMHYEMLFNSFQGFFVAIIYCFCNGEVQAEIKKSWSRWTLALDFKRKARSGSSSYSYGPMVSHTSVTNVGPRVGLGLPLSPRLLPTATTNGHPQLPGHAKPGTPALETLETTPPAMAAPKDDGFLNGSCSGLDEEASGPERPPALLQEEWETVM
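HEK-293-derived GP2 cells expressing PTHR1 and a GloSensor cAMP reporter, 3,000/well, plated overnight, given luciferin plus IBMX (each 0.5 mM as added) for 1 h at 37 °C, then compound for 1 h at 37 °C. Luminescence was read after 15 min at room temperature.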
Akt phos inh: HTS Assay for Inhibitors of Akt Phophorylation: Primary Screen | 0.32% of 360,000 active | activity change, % for hits at 50 µM | Neuro2A IGF-stimulated pAkt S473 HTRF, 20 min; stronger effect = lower value | AID 651550, 2012; in the data active means activity change below about -80%; inconclusive means mostly about -51% to -80%; further: on the % scale 0 is the no-effect control and ±100 the full control effect
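Neuro2A cells in DMEM with 0.5% FBS, overnight at 37 deg C, given compound at single 50 µM final, then IGF (6 nM final) for 20 min at 37 deg C. Lysed; phospho-Akt Ser473 by HTRF after 24 h, 665/615 ratio.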
Abeta yeast res: qHTS for compounds that reverse cellular toxicity of Amyloid beta (A-beta) peptide in yeast: Primary Screen. yeast expressing A-beta42, growth rescue, OD600, 48 h; response scale: 0% DMSO, 100% iron-clioquinol control. AID 1347071, 2019. 0.063% of 410,000 active. Potency, µM (top dose mostly 46.1 µM), without a hit: at the top dose growth rescue, most hits filed as activators; further: potency means the concentration at half of the fitted maximal effect; nearly all actives have a fitted effect of over 55% in size
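Growth rescue measured by 600 nm absorbance after 48 h yeast culture at 30 C with compound. Values normalized between DMSO and an equimolar ferric chloride plus clioquinol control.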
aSyn rescue: qHTS of alpha-syn Inhibitors; Yeast expressing alpha-synuclein, growth rescue, BacTiter-Glo, 24 h; Potency, µM (series often up to 46.1 µM), inactives show top-dose growth rescue (activation), hits mostly activators; 0.14% of 370,000 active; further: potency means the concentration at half of the fitted maximal effect; % of control where 0% means no effect; nearly all actives have a fitted effect of over 65% in size
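Readout is rescue of growth in alpha-synuclein-expressing yeast, so inhibitors of toxicity appear as activators. Growth after 24 hr at 30 deg C in galactose medium is quantified by luminescence.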
D3 antag: qHTS of D3 Dopamine Receptor Antagonist: qHTS; D(3) dopamine receptor (Homo sapiens), P35462; D3R cells, DiscoveRx beta-arrestin luminescence, antagonist mode; stronger effect = lower value; max response, negative = inhibition, %; 2.5% of 360,000 active; AID 652054, 2013; in the data active means max response below about -50%; inconclusive means no clear call, values can overlap the other calls; further: on the % scale 0 is the no-effect control and ±100 the full control effect; mostly tested at two doses, the higher about 12 µM
Target sequence (P35462 whole entry, looked up): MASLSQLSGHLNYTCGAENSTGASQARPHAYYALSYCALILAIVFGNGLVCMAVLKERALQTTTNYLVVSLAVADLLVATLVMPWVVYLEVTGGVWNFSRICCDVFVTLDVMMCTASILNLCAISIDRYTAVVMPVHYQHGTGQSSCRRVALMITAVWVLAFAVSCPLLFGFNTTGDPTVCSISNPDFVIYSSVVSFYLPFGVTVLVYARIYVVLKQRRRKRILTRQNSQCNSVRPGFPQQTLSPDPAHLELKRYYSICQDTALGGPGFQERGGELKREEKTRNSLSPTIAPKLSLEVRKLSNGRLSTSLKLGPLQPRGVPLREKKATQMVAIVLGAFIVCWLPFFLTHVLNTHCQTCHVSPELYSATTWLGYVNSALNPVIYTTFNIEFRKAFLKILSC
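Cells expressing the human receptor were seeded at 1500 cells/well, incubated overnight at 37 degrees C in 5% CO2, then exposed to library compounds with dopamine controls for 90 minutes at 37 degrees C before luminescent detection.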
TDP-43 yeast inh: qHTS of TDP-43 Inhibitors | 1.8% of 410,000 active | Potency, µM (top dose mostly 46.1 µM), without a hit: at the top dose growth rescue (activation), most hits filed as activators | TDP-43 expressing yeast growth rescue, BacTiter-Glo, 24 h; further: potency means the concentration at half of the fitted maximal effect; % of control where 0% means no effect; nearly all actives have a fitted effect of over 50% in size
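In this qHTS, compounds that restore growth of yeast expressing TDP-43 appear as activators. Cells (OD600=0.02, galactose medium, raffinose-pregrown) are incubated with compound 24 hr at 30 deg C and growth is quantified by BacTiter-Glo.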
FUS suppressor: qHTS for Suppressors of FUS Proteinopathy: Primary screen using FUS-linked yeast assay. S. cerevisiae FUS-expressing, growth rescue, OD600, 24 h. Potency, µM (doses to about 76.6 µM), without a hit: at the highest dose growth rescue (activation), usual class: activators. 0.24% of 390,000 active. AID 1347120, 2019;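 further: potency means the concentration at half of the fitted maximal effect; plate controls were DMSO vehicle for no effect and reference control for full effect; nearly all actives have a fitted effect of over 55% in size; some results filed as inactive show a strong effect at the top dose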
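Quantitative HTS measuring growth restoration of FUS-toxic yeast. Galactose-induced cells (OD 0.005) were exposed 24hr at 30C to compounds at several concentrations, then absorbance at 600 nm was recorded.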
GLP1R ag: qHTS of GLP-1 Receptor Agonists | HEK293 GLP-1R CRE-luciferase, luminescence, 4-6 h; cells express a hypersensitive GLP-1R form | 0.007% of 380,000 active | Potency, µM (series often up to 45.6 µM), without a hit: at the highest dose activation, hits mostly activators | Glucagon-like peptide 1 receptor (Homo sapiens), P43220; further: potency means the concentration at half of the fitted maximal effect; % of control where 0% means no effect
An asterisk follows results filed as active; i = inactive; ? = inconclusive; nt = no result given; & = joins results of further samples; [ ] = dose if it differs, or a comment. Unless noted, the call rests on the fitted dose curve; in most records, active means well fitted curve in the direction sought with a large enough effect; inconclusive means small, poorly fitted or top-dose-only effect, or another doubt; inactive means no such curve, though single readings can be large; an effect the other way counts as inactive or inconclusive.

Every second line gives: GLP1R inv ag | PTHR1 ag | Akt phos inh | Abeta yeast res | aSyn rescue | D3 antag | TDP-43 yeast inh | FUS suppressor | GLP1R ag
> CCOC(=O)CC(NC(=O)c1cc2cc(Br)cc(OC)c2oc1=O)c1ccc(OC)cc1 (configuration not stated)
  -3% | i | nt | -6% | 1% | nt | 8% | -10% | -2%
> CS(=O)(=O)c1cc(N2CCOCC2)ccc1CNC[C@H]1O[C@@H](n2cnc3c(=O)[nH]c(N)nc32)[C@H](O)[C@@H]1O
  26% | -24% | i | -9% | -2% | 21 | 1% | -17% | 0%
> Cc1ccc(S(C)(=O)=O)cc1C(=O)Nc1ccc(S(=O)(=O)Nc2nccs2)cc1
  3% | -1% | i | -8% | -1% | -1 | -20% | nt | -8%
> O=C(CSCc1ccc(Cl)cc1)Nc1ccc(Br)cc1C(=O)O
  ? | -13% | i | -18% | -36%[inhibitor] | 1 | 2% | 9% | -1%
> CCOC(=O)c1c(-c2ccc(C)o2)csc1NC(=O)CN1CCC(C(N)=O)CC1
  9% | -28% | i | -14% | 9% | -8 | 0% | 13% | 18%
> O=C(COc1ccccc1[N+](=O)[O-])N/N=C/C=C/c1ccco1
  83%[activator] | -1% | i | -21% | -2% | -4 | 14% | 16% | 8%
> CCc1nc(SCC(=O)Nc2cccc(C(F)(F)F)c2)c2c(=O)n(C)c(=O)n(C)c2n1
  -23% | -8% | i | -5% | -2% | 12 | 13% | -12% | 2%
> O=C(Nc1ccc(-c2nc3cc(Cl)ccc3o2)cc1)C1CCCO1 (configuration not stated)
  -4% | -24%[57.5 µM] | i | -10% | 3% | 17 | 20% | 14% | 1%
> Cc1ccccc1-c1ccc(C(=O)Nc2cccc(F)c2)o1
  -24% | -37%[inhibitor] | i | -3% | 0% | -8 | ? | -3% | 13%
> O=C(Nc1ccc2c(c1)OCO2)c1c(F)cccc1F
  7% | i | i | 6% | -5% | -12 | -3% | 24% | 9%
> O=C(OCCN1CCCCC1)c1cccc(Cl)c1
  17% | i | i | -11% | 0% | -102* | 8% | -13% | 5%
> COc1cc2c(cc1OC)CN(C(=O)c1ccccc1C(=O)O)CC2
  1% | -17%[57.5 µM] | i | -9% | 1% | -12 | -28% | 11% | 2%
> CN(C)CCNC(=O)Cc1ccc(NC(=O)N2CCCCc3ccccc32)cc1
  5% | i | nt | -6% | nt | nt | 25% | 11% | nt
> CS(=O)(=O)N(CC(=O)N1CCOCC1)c1cccc(Cl)c1Cl
  18% | -12% | i | -3% | -3% | -12 | 3% | -32% | -4%
> CCOC(=O)Cc1nn(Cc2nc(-c3ccc(C#N)cc3)cs2)c(=O)c2ccccc12
  8% | -42%[inhibitor] | i | -2% | -2% | 19 | -24% | 9% | 29%

A second format for some results above:
SMILES: CCc1nc(SCC(=O)Nc2cccc(C(F)(F)F)c2)c2c(=O)n(C)c(=O)n(C)c2n1
  GLP1R inv ag: -23%
  PTHR1 ag: -8%
  Akt phos inh: i
  Abeta yeast res: -5%
  aSyn rescue: -2%
  D3 antag: 12
  TDP-43 yeast inh: 13%
  FUS suppressor: -12%
  GLP1R ag: 2%
SMILES: O=C(Nc1ccc(-c2nc3cc(Cl)ccc3o2)cc1)C1CCCO1 (configuration not stated)
  GLP1R inv ag: -4%
  PTHR1 ag: -24%[57.5 µM]
  Akt phos inh: i
  Abeta yeast res: -10%
  aSyn rescue: 3%
  D3 antag: 17
  TDP-43 yeast inh: 20%
  FUS suppressor: 14%
  GLP1R ag: 1%

The main list resumes; the four compounds before the break are reprinted first.
Every second line gives: GLP1R inv ag | PTHR1 ag | Akt phos inh | Abeta yeast res | aSyn rescue | D3 antag | TDP-43 yeast inh | FUS suppressor | GLP1R ag
> COc1cc2c(cc1OC)CN(C(=O)c1ccccc1C(=O)O)CC2
  1% | -17%[57.5 µM] | i | -9% | 1% | -12 | -28% | 11% | 2%
> CN(C)CCNC(=O)Cc1ccc(NC(=O)N2CCCCc3ccccc32)cc1
  5% | i | nt | -6% | nt | nt | 25% | 11% | nt
> CS(=O)(=O)N(CC(=O)N1CCOCC1)c1cccc(Cl)c1Cl
  18% | -12% | i | -3% | -3% | -12 | 3% | -32% | -4%
> CCOC(=O)Cc1nn(Cc2nc(-c3ccc(C#N)cc3)cs2)c(=O)c2ccccc12
  8% | -42%[inhibitor] | i | -2% | -2% | 19 | -24% | 9% | 29%
> COC(=O)c1ccc(CN2C(=O)c3ccccc3C2=O)o1
  15% | i | i | 5% | ? | 8 | 17% | 14% | 6%
> O=C(COC(=O)c1ncc(Cl)c(Cl)c1Cl)NC1CCCCCC1
  -15% | -11% | i | 30% | 3% | 21 | 15% | -12% | -4%
> CCOC(=O)c1[nH]c2ccc(C(=O)OC)cc2c1C(=O)OCC
  10% | -25% | i | -18% | 8% | 15 | 21% | 17% | -2%
> Cc1ccc(C(C(=O)NC2CCCCC2)N(C(=O)c2csnn2)C2CCCC2)o1 (configuration not stated)
  -3% | i | i | 14% | -1% | -10 | 0% | 23% | -9%
> O=C(Nc1cc(Cl)ccc1C(=O)O)c1ccc(CN2C(=O)c3ccccc3C2=O)cc1
  19% | i | i | -22% | -24% | -13 | -17% | 21% | -1%
> O=C(CN1CC[n+]2c(-c3ccccc3)csc21)c1ccc(Br)cc1
  9% | -16% | i | 3% | 7% | -11 | 9% | 11% | -7%
> COc1cc(/C=N/NC(=S)NC(C)C)ccc1OCC(=O)Nc1c(C)cc(C)cc1C
  -3% | -90%[inhibitor] | i | 11% | -1% | 26 | 3% | 9% | 1%
> O=C(CS(=O)(=O)c1cn(Cc2ccc(F)cc2)c2ccccc12)N1CCOCC1
  -2% | i | i | -18% | -1% | -20 | -2% | 12% | -1%
> COc1ccc(CNC(=O)CN2C(=O)CCCc3ccccc32)cc1
  12% | i | nt | -2% | nt | nt | 5% | 0% | nt
> CCN(Cc1ccccc1)C(=O)Cn1c(=O)n(-c2ccc(Cl)cc2)c(=O)c2c(C)c(C(=O)N(C)C)sc21
  8% | -34%[inhibitor] | nt | -1% | nt | nt | 21% | 23% | nt
> CCOc1ccc2nc(-c3ccccc3)[nH]c2c1
  ? | -17% | i | -9% | -19% | 20 | 8% | 28% | -5%
> Cc1ccc(Cn2cc3c(n2)-c2c(oc(C(=O)Nc4ccc(F)cc4F)c2C)CC3)cc1
  3% | -7% | nt | -17% | nt | nt | 11% | 6% | nt
> COCC(=O)N(C)C[C@H]1Oc2ncc(C#C[C@H](C)O)cc2C(=O)N([C@@H](C)CO)C[C@H]1C
  15% | 6% | i | -4% | -2% | -1 | 0% | -12% | 3%
> C[C@H](NC(=O)OCc1ccccc1)C(=O)N[C@@H](Cc1c[nH]c2ccccc12)C(=O)O
  7% | -33%[inhibitor] | i | 8% | -4% | -30 | 10% | -18% | 1%
> Cc1cccc(C(=O)OCc2cc3ccccc3[nH]c2=O)c1
  -3% | -9%[57.5 µM] | i | 21% | -3% | 0 | 1% | 3% | 8%
> Cc1cn2c(-c3ccncc3)nnc2s1
  7% | i | i | -16% | 3% | -18 | -6% | ? | 5%
> N#Cc1cccc2c1-c1ccccc1/C2=N/NC(N)=O
  23% | i | i | -23% | 1% | 10 | 16% | 5% | 11%
> CCOC(=O)N1CCN(C(=O)CNC(=O)c2ccc(Cl)cc2Cl)CC1
  3% | i | i | -11% | 0% | 3 | 3% | -5% | -2%
> O=C(O)c1ccc(C(=O)Nc2cccc3ccccc23)c(C(=O)O)c1
  -1% | i | i | -20% | -1% | -10 | -7% | -5% | -3%
> CC(=O)N1CCOc2ccc(S(=O)(=O)NCC3CCC(C(=O)Nc4ccc(C)cn4)CC3)cc21 (configuration not stated)
  -23% | -39%[inhibitor] | i | 7% | 0% | 4 | 2% | 1% | 2%
> CCN(CC)S(=O)(=O)c1ccc(N2CCOCC2)c(NC(=O)c2ccc3c(c2)OCCO3)c1
  1% | -10% | i | 37% | 4% | 20 | 15% | 22% | 12%
> Cc1ccsc1C(=CCCN1CCC[C@@H](C(=O)O)C1)c1sccc1C
  -9% | -24% | i | -22% | -1% | 2 | 8% | -9% | 9%&-3%
> CCOc1cc(/C=C2\C(=N)N3N=CSC3=NC2=O)ccc1OS(=O)(=O)c1ccccc1
  -30% | -14% | i | 24% | 8% | -1 | 24% | 19% | 0%
> CSc1nc(-c2ccccc2)nn1C(=O)c1ccco1
  17% | i | i | 0% | 1% | 18 | -3% | -8% | -13%
> CCCN1CCC(=O)N(CCSc2ccc(NC(C)=O)cc2)CC1
  15% | -15% | i | -20% | 2% | -16 | -22% | -35% | -1%
> CN(C)Cc1ccccc1Sc1ccc(Br)cc1
  ? | -15% | i | 0% | -2% | -7 | -2% | nt | 0%
> O=C(Nc1cccc(C(F)(F)F)c1)c1cc(S(=O)(=O)N2CCCC2)c[nH]1
  8% | i | nt | -12% | -6% | nt | 2% | -16% | 5%
> CN1C(=O)C2(C(C#N)=C(N)N(c3cc(Cl)cc(Cl)c3)C3=C2C(=O)CCC3)c2ccccc21 (configuration not stated)
  46%[activator] | i | i | 8% | -7% | 5 | 11% | 1% | -1%
> Cc1cccc(N2C(=O)C3CCC(c4ccccc4)CC3C2=O)c1 (configuration not stated)
  -22% | -29% | i | -6% | 3% | 17 | ? | 20% | 9%

Source: PubChem (National Center for Advancing Translational Sciences (NCATS))

These rows are one share of the data. The share of hits here may be higher or lower than overall.
